Compound activity as filed in PubChem BioAssay.
mHTT CaM bind – mutant huntingtin-calmodulin interaction inhibitors – biochemical, AlphaScreen, primary screen. P42858. AlphaScreen His-mHTT/GST-CaM binding, luminescence. inhibition, % at 15 µM. actives 3.6% (n = 190,000);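 further: 0% = both proteins with DMSO and 100% = one protein alone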
Pf apPOL block – Pf-apPOL inhibitors, biochemical, fluorescence; Plasmodium falciparum apicoplast DNA polymerase (apPOL); Recombinant Pf-apPOL, molecular beacon fluorescence, 1.5 h; inhibition, % at 10 µM; actives 0.25% (n = 210,000)
The depositor's hits bear a star; . = not tested or not shown. No stated cut-off is given here; in the data, active means inhibition above about 50%; inactive means the rest.

Fields: mHTT CaM bind | Pf apPOL block
CCOC(=O)N1CCN(c2cc(C)c(C(C)=O)cc2F)CC1
  -4 | -4
Cc1cc(C)n(CC(=O)NCc2ccc(OC(F)(F)F)cc2)n1
  -6 | -11
Cc1nnc2sc3ccccc3n12
  . | -26
CSc1ccc(C2Nc3ccccc3NC3=C2C(=O)CC(c2ccc4c(c2)OCO4)C3)cc1 (stereo not drawn)
  34 | -1
CC(=O)NC1=NC(=O)/C(=C\c2ccc(C)cc2)S1
  -1 | 0
Cc1ccc(CC(=O)N2CCC3(CC2)NC(=O)c2cc(C)ccc2N3C)cc1
  13 | -7
Cc1cccc(C=C2Oc3c(ccc(O)c3CN3CCN(CCO)CC3)C2=O)c1
  5 | -19
COc1cccc(NC(=O)c2c(O)c3cccc4c3n(c2=O)CC4)c1
  -7 | -8
CCOC(=O)C(NC(=O)c1cccc(Cl)c1)(Nc1nc2ccccc2s1)C(F)(F)F (stereo not drawn)
  . | -2
CCCCN1CC(C(=O)NCCc2ccccc2)CC1=O (stereo not drawn)
  0 | -1

(cont.)
Fields: mHTT CaM bind | Pf apPOL block
O=C(Cn1cnc([N+](=O)[O-])n1)Nc1cc(Oc2cccnc2)cc([N+](=O)[O-])c1
  6 | 2
FC(F)(F)c1ccc(-c2noc(Cc3nnc(-c4ccccc4)o3)n2)cc1
  -11 | 1
O=c1oc2ccc([N+](=O)[O-])cc2cc1-c1nc2ccccc2[nH]1
  5 | -2
CCC1c2ccc(C)n2CCN1C(=O)Nc1cc(Cl)ccc1OC (stereo not drawn)
  -4 | -3
CCc1nccn1Cc1noc(-c2cccc(C)c2)n1
  1 | 0
Cc1ccc(C2C=C(c3ccc(Cl)cc3)Nc3ncnn32)c(C)c1 (stereo not drawn)
  -7 | -2
O=C(NCCc1ccncc1)C1CCc2sc(C(=O)N3CCCCC3)cc2C1 (stereo not drawn)
  -2 | -4
CC(=O)NC1=NN(C(C)=O)C(C)(c2cccs2)S1 (stereo not drawn)
  -1 | 8
CCOc1ccccc1C(=O)Nc1c2c(nn1-c1ccc(C)cc1)CS(=O)C2 (stereo not drawn)
  4 | -1
CC1CCN(Cc2csc(N3CCN(C(=O)COc4ccc(F)cc4)CC3)n2)CC1
  7 | -5

Next section.
Fields: mHTT CaM bind | Pf apPOL block
O=C(NCCc1ccc(Cl)cc1)c1c[nH]c2ccc(S(=O)(=O)N3CCOCC3)cc2c1=O
  -2 | -6
COc1ccc(NC(=O)CC2Sc3ccccc3NC2=O)cc1OC (stereo not drawn)
  0 | 0
Cc1cccc(NC(=O)c2cccc(-c3nc(-c4ccc(F)cc4)no3)c2)n1
  -16 | -1
NC(=O)C1CCN(Cc2c(F)cccc2Cl)CC1
  -4 | 1
COc1ccc(N2CC(c3nnc(NC(=O)COc4ccc(C)cc4)o3)CC2=O)cc1 (stereo not drawn)
  3 | -3
COc1c(Cl)cc(Cl)cc1C(=O)Nc1ccccc1N1CCOCC1
  -2 | -2
COc1ccc(OC)c(S(=O)(=O)Nc2ccccc2C(=O)O)c1
  -3 | -2
CCOc1ccccc1-n1cnc2cc(C(=O)NCC(OC)OC)ccc21
  0 | -2
CC(=O)NC1=NC(=O)/C(=C\c2cc3c(cc2Br)OCO3)S1
  -1 | -2
O=C(NCc1ccccn1)C(=O)Nc1ccccc1Cl
  -7 | -8

(listing goes on)
Fields: mHTT CaM bind | Pf apPOL block
C=C(C)COc1ccc2c(=O)c(-c3ccccc3)coc2c1
  -10 | -4
COCCn1cc2c3c(cccc31)CN(C(=O)c1c(F)cccc1Cl)CC2
  32 | -2
COc1ccccc1CNC(=O)C1(c2ccc(NC(=O)C3CC3)cc2)CCCCC1
  -11 | -4
O=C(N/C(=C/c1cccc([N+](=O)[O-])c1)C(=O)N1CCCCC1)c1ccco1
  3 | -5
Cc1nc(Nc2ccc(NC(=O)c3ccccc3C(F)(F)F)cc2)cc(-n2cccn2)n1
  2 | -7
O=S1(=O)CC(N2CCN(Cc3ccccc3F)CC2)CN1Cc1cn(Cc2cccc(Cl)c2)nn1 (stereo not drawn)
  -6 | -1
N#Cc1ccc(CN2CCCN(S(=O)(=O)c3ccc(Br)s3)CC2)cc1
  -5 | 7
Cc1ccc(-n2nc3c(c2NC(=O)COc2ccccc2)CS(=O)(=O)C3)cc1
  -3 | -2
Cc1ccc(C)c(CN2C(=O)NC3(CCN(C(=O)c4c(F)cccc4F)CC3)C2=O)c1
  18 | -5
COc1ccc(C2C=C(Nc3ccc(C)cc3)C(=O)N2c2ccc(C)cc2)c(OC)c1 (stereo not drawn)
  4 | -4

The closing five entries of the part before lead into the next.
Fields: mHTT CaM bind | Pf apPOL block
O=S1(=O)CC(N2CCN(Cc3ccccc3F)CC2)CN1Cc1cn(Cc2cccc(Cl)c2)nn1 (stereo not drawn)
  -6 | -1
N#Cc1ccc(CN2CCCN(S(=O)(=O)c3ccc(Br)s3)CC2)cc1
  -5 | 7
Cc1ccc(-n2nc3c(c2NC(=O)COc2ccccc2)CS(=O)(=O)C3)cc1
  -3 | -2
Cc1ccc(C)c(CN2C(=O)NC3(CCN(C(=O)c4c(F)cccc4F)CC3)C2=O)c1
  18 | -5
COc1ccc(C2C=C(Nc3ccc(C)cc3)C(=O)N2c2ccc(C)cc2)c(OC)c1 (stereo not drawn)
  4 | -4
COc1ccc(C(=O)Nc2c(F)c(F)c(F)c(F)c2F)c(OC)c1
  2 | -4
O=C(Nc1ccccc1)[C@@H]1CC=C[C@@H]2CCN(Cc3ccccc3)C(=O)[C@@H]21
  -5 | -4
N#CCCN(CCC#N)c1nc2c(s1)CCCC2
  7 | 0
COc1cccc(/C=c2\sc3nc(-c4ccc(C)cc4)nn3c2=O)c1
  7 | -6
COc1ccc(-c2[nH]n(-c3ccc([N+](=O)[O-])cc3)c(=O)c2C=NCC2CCCO2)cc1 (stereo not drawn)
  0 | -4
O=C(c1ccoc1)N1CCCCC1c1nncn1Cc1ccccc1 (stereo not drawn)
  -2 | 2
CC(=O)c1cccc(NC(=O)COc2ccc(C(C)(C)C)cc2)c1
  -31 | -1
CC(C)OC(=O)COc1ccc2c(=O)c(-c3ccccc3)coc2c1
  -6 | -11
O=C(Cc1cccs1)N1CCCC(Nc2ncnc3c2CCC3)C1 (stereo not drawn)
  6 | 5
COc1cc(OC)c2c(-c3ccccc3)cc(=O)oc2c1C(CCN1CCCCC1)c1ccc(N(C)C)cc1 (stereo not drawn)
  100* | -9

The list goes on:
canonical_smiles | mHTT CaM bind | Pf apPOL block
CC(=O)c1cc2c(cc1NC(=O)C(F)(F)Cl)OCO2 | -12 | -8
COc1ccc(N2CC(NS(=O)(=O)c3cccnc3)CC2=O)cc1OC (stereo not drawn) | 10 | -9
CCC(C)NC(=O)c1cc(C)nc2ccc(Cl)cc12 (stereo not drawn) | 2 | 5
COC(=O)C(NC(=O)NC12CC3CC(CC(C3)C1)C2)C(C)C (stereo not drawn) | -4 | -1
Cc1cccc(C(=O)N2CCCCC2CCN2CCCCCC2)c1 (stereo not drawn) | 0 | -5
COc1ccc(CC(=O)N2CSCC2C(=O)NCCc2cscn2)cc1 (stereo not drawn) | -5 | -2
CCc1c(C)nc(N)c(C#N)c1-c1ccc(OC)cc1 | -3 | 4
COc1ccc(C2(CNC(=O)C(=O)NCCc3ccccc3)CCCC2)cc1 | -15 | -1
COCc1cc(C)nc2sc(C(=O)Nc3ccc(OC)cc3)c(N)c12 | 1 | -6
COc1ccc(C)cc1NC(=O)CNS(=O)(=O)c1cccs1 | 9 | 0

(next part)
canonical_smiles | mHTT CaM bind | Pf apPOL block
CCn1c(C2CCN(C(=O)Nc3ccc(F)c(Cl)c3)C2)nc2cccnc21 (stereo not drawn) | 2 | -4
CC1(C)CCC(C)(C)c2cc3c(cc21)C(C)(C)CCC3(C)C | . | -8
O=C(NCc1cccnc1)c1cc(=O)c(OCc2ccc(F)cc2)co1 | -15 | -6
Cc1ccc(C(C)C)c2oc(=O)cc(-c3ccc(-c4ccc(C(F)(F)F)cc4)cc3)c12 | -7 | -8
O=C1CC[C@@H]2C[C@@]3(C[C@@H]4CCN1[C@H]24)Nc1cc([N+](=O)[O-])ccc1NC3=NCc1ccccc1 | 30 | 3
COc1ccc(CCNC(=O)C2CCC(=O)N2Cc2ccc(C)cc2)cc1OC (stereo not drawn) | 1 | -17
COc1ccc(C2CC(C(F)(F)F)n3nc(C(=O)NC4CCCCC4)c(Cl)c3N2)cc1 (stereo not drawn) | 17 | 0
CSC1=NCCN1C(=O)c1ccc(C(C)(C)C)cc1 | 3 | -16
COc1ccc(CNC(=O)N2CCC(Cn3c(C(F)(F)F)nc4ccccc43)CC2)cc1 | -7 | 2
CC1CCN(c2nc3nonc3nc2Nc2cccc(Br)c2)CC1 | 12 | -7

Next part:
canonical_smiles | mHTT CaM bind | Pf apPOL block
O=C1NC(=O)/C(=C/c2ccc(-c3ccc([N+](=O)[O-])cc3)o2)S1 | 3 | -10
O=C(Nc1ccccc1Br)C1CCN(C(=O)Cc2ccccc2)CC1 | 1 | 2
CCC1CN(C(=O)Nc2cc(Cl)ccc2OC)c2ccccc2O1 (stereo not drawn) | -32 | -3
COc1cc2c(C(=O)N3CCC(C(N)=O)CC3)cn(CC(C)C)c(=O)c2cc1OC | 3 | 6
CCOC(=O)CCc1c(C(=O)OCC)[nH]c(CC)c1C(=O)OCc1ccccc1 | . | 1
COc1cccc(NC(=O)C2CCc3sc(C(=O)N4CCOCC4)cc3C2)c1 (stereo not drawn) | -1 | -4
O=C(NCc1cccnc1)c1ccc(Br)cc1 | -2 | -6
C=CCSc1nc(N2CCOCC2)c2c(c1C#N)CCCC2 | -62 | 3
COc1cccc(NC(=O)CCCOc2ccccc2)c1 | -9 | -4
Cc1ccc(C(=O)N2CCC3(CC2)Nc2cccnc2NC3=NC(C)(C)C)s1 | 12 | -5

Following part:
canonical_smiles | mHTT CaM bind | Pf apPOL block
COc1cc(C2=NOC(C(=O)N3CCCCCC3)C2)cc(OC)c1OC (stereo not drawn) | 2 | -2
COc1ccccc1NC(=O)CCC(=O)N1CCCn2nc(C)cc21 | 4 | 0
Cc1ccccc1OCCCCN(C)C | 1 | -2
COCC(=O)Nc1ccc2c(c1)CN(C1CCCc3ccccc31)C(=O)CO2 (stereo not drawn) | 6 | -1
CCC(=O)Nc1cccc(-c2noc(C3CCN(C(=O)c4ccco4)CC3)n2)c1 | 6 | -4
Cc1cccc(C(=O)Nc2c3c(nn2-c2ccc(F)cc2)CS(=O)(=O)C3)c1 | 7 | -4
COc1cc(/C(C#N)=C/c2cccc(Br)c2)c([N+](=O)[O-])cc1OC | 24 | 1
COc1ccc(OC)c(-c2cc(C(=O)N3CCC(C(=O)NCC(F)(F)F)CC3)[nH]n2)c1 | -4 | -7
COCCN1C(=O)c2ccccc2C(C(=O)Nc2ccc(C(C)C)cc2)C1c1ccc(F)cc1 (stereo not drawn) | 2 | -6
O=C(Cn1cccc1-c1nnc(C2CCC2)o1)Nc1cccc(Br)c1 | -6 | 0

Further entries.
canonical_smiles | mHTT CaM bind | Pf apPOL block
O=c1[nH]cc(Br)c(=O)[nH]1 | . | -2
COc1ccc(-c2ncccc2CNC(=O)Cc2ccc(C)cc2)cc1 | -4 | -10
Cc1ccccc1-c1csc2c(=O)n(CC(=O)OC(C)(C)C)cnc12 | -15 | -4
CCCc1cc(C2CCCN2C(=O)c2cc(F)c(F)cc2Cl)no1 (stereo not drawn) | -1 | 2
CC1CN(C2CCN(Cc3ccccn3)CC2)CC(C)O1 (stereo not drawn) | -1 | 3
Cc1cc(N)n2ncc(-c3ccc(Cl)cc3)c2n1 | -19 | 5
O=C(NCCc1csc(-c2ccccc2)n1)C1CSCN1C(=O)C1CCCCC1 (stereo not drawn) | 7 | 0
Fc1ccc(-c2cn3nc4c(nc3n2)CCCC4)cc1 | -2 | -3
CCOc1cccc2cc(C(N)=O)c(=Nc3cccc(C)c3)oc12 | 1 | 5
CN(C)Cc1c(O)ccc2c(-c3cc4ccccc4oc3=O)cc(=O)oc12 | 0 | 1

Arranged by heavy-atom count (lowest first): some entries from above
canonical_smiles | mHTT CaM bind | Pf apPOL block
O=c1[nH]cc(Br)c(=O)[nH]1 | . | -2
Fc1ccc(-c2cn3nc4c(nc3n2)CCCC4)cc1 | -2 | -3
CC1CN(C2CCN(Cc3ccccn3)CC2)CC(C)O1 (stereo not drawn) | -1 | 3
CCOc1cccc2cc(C(N)=O)c(=Nc3cccc(C)c3)oc12 | 1 | 5

The list goes on:
canonical_smiles | mHTT CaM bind | Pf apPOL block
CC(=O)c1ccc(NC2OC(=O)c3ccccc32)cc1 (stereo not drawn) | -3 | -12
O=c1cc(-c2ccccc2)[nH]c2ccccc12 | 1 | -9
CCCN1C(=O)C(CC(=O)NCCOC)Sc2ncccc21 (stereo not drawn) | 0 | -5
O=C(NC1CCCCCC1)c1ccc2nc3cc(Cl)ccc3c(=O)n2c1 | 7 | 3
O=C(NC1CCCCC1)c1cccn2c(=O)c3sccc3nc12 | 4 | -5
COc1ccc(OC)c(S(=O)(=O)Nc2cccnc2Sc2ccc(C)cc2)c1 | . | -6
COCCC1CCN(C(=O)c2cccc(F)c2)CC1 | -1 | -3
CCN(CC)Cc1c(O)ccc2c1OC(=Cc1cccc(Cl)c1)C2=O | 53* | -2
COc1cc(/C=c2\sc3ncnn3c2=O)cc(OC)c1OC | -7 | -6
CSc1ccc(/C=C2\C(=O)ON=C2c2ccccc2)cc1 | 6 | -15

The list goes on:
canonical_smiles | mHTT CaM bind | Pf apPOL block
Cc1ccc(N2C(=O)CC(NC3CC3)C2=O)cc1 (stereo not drawn) | -4 | 0
Cc1cc(C)n(-c2ccc(=O)n(C(C)C(=O)NCCc3ccc(S(N)(=O)=O)cc3)n2)n1 (stereo not drawn) | -12 | 2
N#CC(=CNc1ccc(F)cc1F)S(=O)(=O)c1cccs1 | . | 4
O=C1OC(C(=O)Nc2cccc(Br)c2)Cc2ccccc21 (stereo not drawn) | -1 | 9
O=C(Nc1ccc(F)cc1)C(=Cc1cccs1)NC(=O)c1ccccc1 | . | -6
O=C(c1ccc(S(=O)(=O)Cc2cccc(F)c2)c([N+](=O)[O-])c1)N1CCOCC1 | 4 | 0
CC(O)(CNC(=O)C(=O)NCC(F)(F)F)c1ccco1 (stereo not drawn) | -24 | -1
